CRFR2-BP antag: antagonists of CRF-BP/CRF-R2 complex, primary screen, cell-based, HEK293, calcium dye fluorescence, uHTS; inhibition, % at 11.8 µM; 350,000 tested, 0.59% active; CRF-induced calcium fluorescence;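 active = inhibition of the ligand-induced calcium signal above about 50% at the single tested concentration, limit read from the data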
GalR3 antag: GalR3 antagonists in HEK293 cells, primary screen, cell-based, fluorescence readout; 360,000 tested, 0.44% active; inhibition, % at 3 µM; Galanin receptor type 3 (Homo sapiens), O60755; AID 651719, 2012; HEK293 GalR3-CNG cAMP membrane potential fluorescence; galR3 body fused to GalR1 C-terminus;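 active = inhibition above the screen-wide average plus 3 SD, cut at about 13% in these data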;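 also: forskolin and galanin both at EC90 stimulate the cells; cAMP rise reported by CNG channel membrane potential dye signal; 0% = forskolin plus galanin with DMSO and 100% = forskolin alone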
Target sequence (O60755 1-299 limits assumed): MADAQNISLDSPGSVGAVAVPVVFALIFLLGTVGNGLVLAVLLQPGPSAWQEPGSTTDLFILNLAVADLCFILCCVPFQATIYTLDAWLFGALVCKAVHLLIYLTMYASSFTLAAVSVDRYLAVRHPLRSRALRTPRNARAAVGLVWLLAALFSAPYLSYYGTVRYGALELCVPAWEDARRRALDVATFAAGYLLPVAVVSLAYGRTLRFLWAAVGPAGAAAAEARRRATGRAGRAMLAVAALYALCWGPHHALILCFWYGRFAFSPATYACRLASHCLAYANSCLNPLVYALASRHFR
CRFR2-BP ag: agonists of CRF-BP/CRF-R2 complex, primary screen, cell-based, HEK293, calcium dye fluorescence, uHTS. CRF-binding protein / CRF receptor 2 complex (human). calcium dye fluorescence (FLIPR); percent of saturating CRF peptide response. activation, % at 13.2 µM. 350,000 tested, 0.46% active;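 active = activation of at least 50%, plus an integration ratio under a set limit after plate pattern correction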;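 also: plate controls were neutral control wells without compound for no effect and CRF at EC100 for full effect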
* marks the source's active call; other numbers are inactive results. The list is partial, so the mix of outcomes need not match the whole.

CRFR2-BP antag	GalR3 antag	CRFR2-BP ag	canonical_smiles
-10.2	0.1	0.5	COc1ccc(C(=O)Nc2ccccc2N2CCOCC2)cc1S(=O)(=O)N1CCCC1
-2.4	0.2	0.2	O=C(Cc1cccc(NC(=O)C2CCCN(C(=O)C3CCCCC3)C2)c1)Nc1ccc(C(=O)N2CCCCC2)cc1 (centres undefined)
-7.3	-1.1	0.0	O=C(NCc1ccc(F)cc1)c1ccc(S(=O)(=O)N2CCCCC2)cc1
-5.8	0.6	-1.1	CCCCCCCCNS(=O)(=O)CCNCc1ccccc1OC
1.1	-8.0	0.7	COc1ccc(CCN2CC(C(=O)OCC(=O)NCc3ccccc3Cl)CC2=O)cc1OC (centres undefined)
6.5	-7.2	0.0	C[C@@H]1CN([C@@H](C)CO)C(=O)CCCn2nncc2CO[C@H]1CN(C)Cc1ccc2c(c1)OCO2
5.2	-4.1	3.2	Cn1c(=O)cc(SCC(=O)N2CCN(C3CCCCC3)CC2)c2ccccc21
-7.4	0.5	0.6	CC1CN(S(=O)(=O)c2cccc(C(=O)NCCC3=CCCCC3)c2)CC(C)O1 (centres undefined)
26.9	6.8	-1.1	COc1cc(-c2nnc3sc(Cc4ccc(Cl)cc4)nn23)cc(OC)c1OC
-8.5	4.7	0.6	O=C(/C=C/c1cc(Br)ccc1F)OCC(=O)N1CCOCC1
-9.2	0.8	0.5	CSc1cnnc2ccccc12
31.0	-1.1	-0.6	COc1ccc(S(=O)(=O)Nc2c(C)nn(C)c2C)cc1Br
9.4	0.7	0.8	CNC[C@@H]1Oc2cc(Br)ccc2S(=O)(=O)N([C@H](C)CO)C[C@H]1C
-3.7	-3.7	1.8	S=C(CN1CCCC1=S)N1CCOCC1
-1.7	-2.5	0.8	COc1ccccc1N(C)S(=O)(=O)c1ccc(C(=O)Nc2cc(F)ccc2C)cc1
27.6	-3.8	-1.1	CC(C)(C)OC(=O)C[C@@H]1C/C=C\C[C@@H](CC(=O)N[C@H](CO)Cc2ccccc2)C(=O)NC[C@H](c2ccccc2)OC1=O
-3.8	-4.5	1.2	COCC(=O)Nc1ccc(N2CCOCC2)c(S(=O)(=O)Nc2ccc(OC)cc2)c1
-23.3	-4.1	-0.9	O=C(NCCCN1CCCC1=O)c1cc(-c2ccc(F)cc2)nc2ccccc12
3.5	1.9	0.6	Cc1ccc(NC(=O)COC(=O)C2COc3ccccc3O2)cc1 (centres undefined)
16.4	-2.9	6.1	C[C@@H](O)Cc1cn(CC(=O)NCCCCCCCCCCC(=O)N2CCNCC2)nn1
2.3	-6.7	1.8	COc1ccccc1NC(=O)C(=O)NCC(c1ccco1)N1CCc2ccccc2C1 (centres undefined)
-11.3	-1.9	0.4	COc1ccccc1C(CNC(=O)CCNS(=O)(=O)c1ccc(Br)cc1)N1CCCC1 (centres undefined)
36.5	-0.9	0.9	CC(=O)n1c(-c2ccccc2)c(-c2ccccc2)n(C)c1=O
18.0	-0.1	-3.7	CCOC(=O)c1cn(Cc2ccccc2)nc1-c1ccccc1
-4.9	-6.5	2.4	CC(OC(=O)c1ccc(Cl)nc1)C(=O)Nc1ccc2c(c1)OCO2 (centres undefined)
8.4	-4.2	1.8	CN(C)c1ccc(C#Cc2ccc3cc(CCCO)oc(=O)c3c2)cc1
5.9	-3.4	-2.0	Cc1ccc(C)c(S(=O)(=O)N2CCCCC2CCNC(=O)C(=O)NCc2ccncc2)c1 (centres undefined)
2.7	-3.6	-6.0	COc1cccc(C(=O)OCC(=O)NCc2ccc3c(c2)OCO3)c1OC
7.2	7.5	0.0	CC1=NNC(=O)C1Cc1c(Cl)cccc1Cl (centres undefined)
2.3	-7.6	2.8	Cc1cccc(NC(=O)COC(=O)c2ccc(C)c(S(=O)(=O)N3CCCCC3)c2)c1

A portion taken from the entries so far, for reference:
CRFR2-BP antag	GalR3 antag	CRFR2-BP ag	canonical_smiles
36.5	-0.9	0.9	CC(=O)n1c(-c2ccccc2)c(-c2ccccc2)n(C)c1=O
18.0	-0.1	-3.7	CCOC(=O)c1cn(Cc2ccccc2)nc1-c1ccccc1
-4.9	-6.5	2.4	CC(OC(=O)c1ccc(Cl)nc1)C(=O)Nc1ccc2c(c1)OCO2 (centres undefined)
8.4	-4.2	1.8	CN(C)c1ccc(C#Cc2ccc3cc(CCCO)oc(=O)c3c2)cc1
5.9	-3.4	-2.0	Cc1ccc(C)c(S(=O)(=O)N2CCCCC2CCNC(=O)C(=O)NCc2ccncc2)c1 (centres undefined)
2.7	-3.6	-6.0	COc1cccc(C(=O)OCC(=O)NCc2ccc3c(c2)OCO3)c1OC
7.2	7.5	0.0	CC1=NNC(=O)C1Cc1c(Cl)cccc1Cl (centres undefined)

Next part.
CRFR2-BP antag	GalR3 antag	CRFR2-BP ag	canonical_smiles
6.5	-3.6	2.2	NC(=O)c1ccsc1NC(=O)CSc1nncs1
-4.1	-5.1	0.8	CCN(c1ccccc1)S(=O)(=O)c1cccc(C(=O)NCC2(N(C)C)CCCCC2)c1
-11.0	-7.2	3.0	Oc1ccc(Cl)cc1CNCc1ccc(C(F)(F)F)cc1
13.1	-4.2	-1.7	CCCn1c(SCC(=O)c2cc(C)n(-c3cc(C)on3)c2C)n[nH]c1=O
-11.4	-1.2	0.1	CCCCn1c(N)c(N(CCOC)C(=O)CSc2nnc(-c3ccc(F)cc3)n2N)c(=O)[nH]c1=O
-2.3	-5.6	6.3	CC(C)(C)OC(=O)N(Cc1ccccc1)Cc1cccc(OCc2cccc(NC(=O)c3ccccc3)c2)c1
-17.8	-5.1	2.4	O=S(=O)(Nc1ccc(-c2ccccc2)cc1)c1ccccc1
11.8	-6.2	0.3	COc1ccc([C@H]2N[C@]3(CCCN(Cc4ccccc4)C3=O)[C@H]3C(=O)N(C)C(=O)[C@@H]23)cc1
16.2	-6.4	3.2	COC(=O)C1=C(C(=O)OC)[C@]2([C@H]3CCCCN[C@@H](Cc4ccccc4)C(=O)N3Cc3ccccc3)C=C[C@H]1O2
27.0	7.5	5.1	CC(=O)c1ccc(S(=O)(=O)N(C)CCCC(=O)NCc2ccc3c(c2)OCO3)cc1
-1.6	-4.7	0.6	Cc1ccc(S(=O)(=O)NCC(=O)OCC(=O)Nc2cccc(S(=O)(=O)N3CCOCC3)c2)cc1
-2.9	-1.9	-0.1	C[C@H]1CN([C@@H](C)CO)C(=O)c2cccc(NC(=O)C3CC3)c2O[C@H]1CN(C)CC1CCCCC1
-8.2	-10.3	1.9	CC(=O)NC(c1ccc(Cl)cc1)c1ccc2cccnc2c1O (centres undefined)
-3.8	-1.2	-0.1	CS(=O)(=O)c1ccccc1-c1nnc(NC(=O)COc2ccc(Cl)cc2)o1
-2.6	-4.5	-0.3	CCN(C(=O)CSc1n[nH]c(-c2cc(Cl)ccc2OC)n1)C1CCS(=O)(=O)C1 (centres undefined)
-2.9	-2.9	-0.4	Cc1ccc(NC(=O)c2nc[nH]c2C(=O)NCCCCCCNC(=O)c2[nH]cnc2C(=O)Nc2ccc(C)cc2)cc1
1.8	-1.2	-0.3	COc1ncnc2c1ncn2CCCNCc1ccccn1
-11.4	-1.7	-1.2	CNS(=O)(=O)c1ccc(C(=O)NCC(=O)NC(C)c2cccs2)cc1 (centres undefined)
7.4	-5.9	0.5	O=S(=O)(c1ccccc1F)N1CCN(Cc2cc3c(cc2O)OCO3)CC1
-7.9	-5.6	5.0	O=C(c1cc2c(s1)CCCC2)N1CCN(CCO)CC1
0.8	-2.7	-1.1	C[C@@H]1CCCCO[C@@H](CN(C)S(=O)(=O)c2ccc(F)cc2)[C@@H](C)CN([C@H](C)CO)C(=O)c2cc(N(C)C)ccc2O1
-4.0	-4.6	-0.3	Cc1ccc(S(=O)(=O)N2CCCC2CNC(=O)C(=O)Nc2ccc(F)cc2F)cc1 (centres undefined)
7.0	-1.1	-0.7	O=C1CCc2cc(NS(=O)(=O)c3ccc(Br)cc3)cc3c2N1CC3
2.5	13.0*	0.5	N#CCC(=O)Nc1ccc(C(=O)OCC(=O)c2ccc3c(c2)NC(=O)CO3)cc1
-5.8	-0.3	-1.1	CCN(CC)CCn1c2c(c(SCC(=O)NCc3ccccc3)nc1=O)CCC2
4.6	-1.6	-0.6	CC(=O)c1c(C)[nH]c(C(=O)COC(=O)CCOc2ccc(C)cc2)c1C
7.4	-5.3	5.9	COc1ccc(C2=NOC(Cn3nc(C(=O)NCc4ccc(C)cc4)cc3-c3ccccc3)C2)cc1 (centres undefined)
0.5	-5.2	-0.7	C=CCSc1nnc(NC(=O)CSCc2c(C)noc2C)s1
-0.7	-3.0	-1.4	N#CC(OC(=O)c1ccccc1)c1cccc([N+](=O)[O-])c1 (centres undefined)
-13.1	-6.3	-3.1	CCC(C)(C)C1CCc2[nH]nc(C(=O)NCCNC(=O)OC(C)(C)C)c2C1 (centres undefined)
-15.2	-3.5	-1.4	COc1ccc(CNS(=O)(=O)CCNC(=O)c2cccc(OC)c2)cc1
-5.4	-6.1	-2.1	CC(=O)OC1CCC2(C)C(CCC3C2CC(=O)C2(C)C3CC(C3CCCC3=O)C2C(C)=O)C1 (centres undefined)
2.6	-1.7	1.1	Cc1noc(C)c1NC(=O)Nc1ccc2c(c1)C(=O)N([C@H](C)CO)C[C@H](C)[C@@H](CN(C)S(=O)(=O)c1ccc(Cl)cc1)OCCCC[C@@H](C)O2
8.0	-7.6	0.6	CN(C(=O)c1cccc(NC(=O)Cc2ccc(NC(=O)C3CCCN(C(=O)C4CCCCC4)C3)cc2)c1)C1CCCC1 (centres undefined)
6.8	-1.6	-3.9	CCOc1ccccc1N1CCN(C(=O)c2cccc(S(=O)(=O)N3CCOCC3)c2)CC1
7.6	-3.8	-4.3	CSc1ccccc1NC(=O)CN(C)C(C)C(=O)NCc1ccc2c(c1)OCO2 (centres undefined)
29.9	-5.1	-1.1	Cc1ccc(NC(=O)NC2CC(=O)N(c3ccc4c(c3)OCCO4)C2)cc1F (centres undefined)
-6.7	-5.5	-1.9	CC[C@]12c3[nH]c4ccc(Cl)cc4c3CCN1C(=O)[C@@H](CC(=O)NCCCN(C)C)C[C@@H]2C(=O)N1CCN(C(=O)C2CC2)CC1
2.5	-4.7	-0.6	CCCCCCN1C[C@H](n2cc(-c3ccc(F)cc3)nn2)[C@@H](O)C[C@@H]1c1ccc(OC)cc1
20.3	-3.1	-0.3	O=S(=O)(/N=C(/Nc1cccnc1Cl)c1ccccc1)c1ccccc1
-3.9	-2.1	-1.1	CC1(C)Cc2cccc(OCC(=O)OCC(=O)Nc3ccc(C(N)=O)cc3)c2O1
4.8	-2.7	0.0	Cn1c(Cc2cccs2)nnc1SCC(=O)Nc1ccccc1F
8.6	0.6	3.0	COc1cccc(C=CC(=O)C=CC=Cc2ccccc2)c1
-8.2	4.9	2.8	CC(C)=C[C@H]1C[C@H](C)[C@H]2CC[C@H](C)c3c(O[C@@H]4OC[C@@H](O)[C@H](O)C4O)c(O)c(C)c1c32 (some centres undefined)
0.6	-6.6	-0.3	CC1CCCCC12NC(=O)N(CC(=O)N1CCN(C(=O)c3cccs3)CC1)C2=O (centres undefined)
3.0	-0.1	-1.0	CCc1ccccc1C1C(=O)c2ccccc2C1=O
2.2	-3.8	0.4	CC1CCN(C(=O)CN2c3cccc4cccc(c34)S2(=O)=O)CC1
1.8	-7.5	-0.1	CCCCc1nc(SCC(=O)N2CCCCC2)c2c(=O)n(C)c(=O)n(C)c2n1
-6.3	-2.0	1.2	C(#Cc1c(-c2ccsc2)sc2ccccc12)c1ccsc1
-0.5	-5.1	-2.0	C[C@@H]1CN([C@@H](C)CO)C(=O)CCCn2cc(nn2)CO[C@H]1CN(C)S(=O)(=O)c1cn(C)cn1

Next part:
CRFR2-BP antag	GalR3 antag	CRFR2-BP ag	canonical_smiles
4.7	-1.6	-0.4	O=C(CCc1ccccc1Cl)Nc1cc(S(=O)(=O)N2CCOCC2)ccc1N1CCCC1
9.4	1.3	-0.6	Cc1ccc(S(=O)(=O)NC2CCCCC2)cc1
1.6	-6.0	-2.0	CN(C(=O)COC(=O)Cc1c(Cl)cccc1Cl)c1c(N)n(Cc2ccccc2)c(=O)[nH]c1=O
-18.2	8.3	0.5	Cc1nc(SCC(=O)NCC2CCCO2)[nH]c(=O)c1C (centres undefined)
14.0	-3.7	-2.2	CCN(C(=O)COC(=O)c1cc(=O)c2ccccc2o1)c1c(N)n(Cc2ccccc2)c(=O)[nH]c1=O
11.0	-3.6	-1.1	O=C(Cn1cc(COc2ccc(Br)cc2[N+](=O)[O-])nn1)c1ccc(O)cc1
8.7	0.4	-1.0	CC(OC(=O)Cc1ccccc1[N+](=O)[O-])C(=O)Nc1ccc(Cl)cn1 (centres undefined)
-29.0	0.0	0.0	COc1ccc(/C=N/NC(=O)c2sccc2C)c2ccccc12
0.6	1.8	-0.3	COc1ccc(-c2nnc(SCC(=O)NC3CCCCC3)n2N)cc1
-3.8	-2.9	0.4	O=C(COC(=O)c1ccc(S(=O)(=O)C(F)F)cc1)Nc1cccnc1Cl
-1.2	-3.7	1.6	CCCCn1c(N)c(N(CCC(C)C)C(=O)c2ccc(COc3ccccc3)o2)c(=O)[nH]c1=O
5.6	3.4	-1.9	CN(c1ccc(OCC(=O)NC2CCC(O)CC2)cc1)S(=O)(=O)c1ccc(Cl)cc1 (centres undefined)
